# Compound activity deposited in PubChem by several laboratories.
# MEX-5 binding – C. elegans MEX-5 TCR-2 RNA binding activity | MEX-5/FITC-TCR2 RNA binding, fluorescence polarization; active compounds read low | 0.38% of 300,000 active | activity score (negative = inhibition of binding), % at 10 µM | AID 1832;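 active means inhibition past about -25% in most replicates, and total fluorescence under double the plate's negative control median, limit read from the data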;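 further: 0% = DMSO and -100% = 5 µM competing unlabeled TCR2 RNA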
# PME-1 primary – blocks human protein phosphatase methylesterase 1; Q9Y570; recombinant PME-1, FP-Rh probe fluorescence polarization; 0.53% of 320,000 active; inhibition, % at 5.9 µM; AID 2130;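 active means inhibition above the campaign mean of all compounds plus 3 SD, cut at about 26% in these data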;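 further: competitive labeling of PME-1 active site by serine hydrolase directed probe; 0% = PME-1 with DMSO and 100% = wells lacking PME-1 enzyme; inhibitors block probe labeling so polarization falls and inhibition rises; many of its hits are not listed in these tables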
# GRK2 aptamer HTS – blocks RNA aptamer binding to human GRK2 | P25098 | inhibition of aptamer binding, % at 10 µM | bead flow cytometry, FAM-aptamer displacement from GRK2 | 0.59% of 330,000 active;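 active means inhibition of aptamer binding above 40%, roughly 3 SD of noise, on plates passing a quality check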;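 further: median bead fluorescence of bound FAM aptamer so fluorescent compounds give negative values; no value below 0 was filed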
# Target sequence (P25098 whole entry, looked up): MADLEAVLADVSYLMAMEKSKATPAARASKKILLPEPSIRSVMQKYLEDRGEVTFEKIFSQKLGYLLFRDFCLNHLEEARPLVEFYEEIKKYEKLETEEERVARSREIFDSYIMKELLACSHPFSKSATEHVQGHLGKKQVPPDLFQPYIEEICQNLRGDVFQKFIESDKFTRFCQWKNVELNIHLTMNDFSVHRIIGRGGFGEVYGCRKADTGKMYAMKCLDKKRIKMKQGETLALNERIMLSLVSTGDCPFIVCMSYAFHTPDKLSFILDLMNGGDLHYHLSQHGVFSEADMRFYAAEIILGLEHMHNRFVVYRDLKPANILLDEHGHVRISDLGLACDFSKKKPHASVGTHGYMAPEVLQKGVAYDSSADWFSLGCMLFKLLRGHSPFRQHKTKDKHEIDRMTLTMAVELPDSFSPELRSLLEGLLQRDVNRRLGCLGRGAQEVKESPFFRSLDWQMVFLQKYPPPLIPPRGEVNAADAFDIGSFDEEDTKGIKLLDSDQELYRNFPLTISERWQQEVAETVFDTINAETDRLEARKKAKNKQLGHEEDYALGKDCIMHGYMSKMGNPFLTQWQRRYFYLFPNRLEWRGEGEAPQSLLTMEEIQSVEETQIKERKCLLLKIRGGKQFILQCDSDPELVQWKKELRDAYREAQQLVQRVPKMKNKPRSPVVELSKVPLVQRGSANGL
# GLD-1 TGE inh – GLD-1-TGE RNA interaction inhibition (C. elegans); Q17339; purified GLD-1 + fluorescein TGE RNA, fluorescence polarization; inhibition, % at 5.96 µM; 0.44% of 320,000 active; AID 2280;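 active means percent inhibition above a per-plate cutoff, the plate mean of test compounds plus 3 SD, cut at about 30% in these data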;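 further: 0% = DMSO wells with GLD-1 and probe and 100% = wells lacking GLD-1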
# Fam108B inh – blocks mouse Fam108B hydrolase in RBBP9 counter-screen. recombinant Fam108B, FP-Rh probe fluorescence polarization. inhibition, % at 9.51 µM. 0.33% of 300,000 active. AID 1947;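 active means inhibition above the screen mean inhibition plus 3 SD, computed separately per campaign, cut at about 18% in these data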;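 further: inhibitors lower polarization as less probe binds the enzyme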
# Bcl-xL primary – blocks human Bcl-xL binding to Bim BH3 peptide | AID 2129 | GST-Bcl-xL / FITC-Bim BH3 peptide fluorescence polarization | Q07817 | inhibition, % at 10.9 µM | 0.7% of 320,000 active;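 active means inhibition above the mean of all tested compounds plus 3 SD, cutoff set per campaign, cut at about 30% in these data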;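 further: 0% = DMSO wells and 100% = unlabeled Bim-BH3 peptide competitor; inhibitors lower millipolarization by displacing the labeled peptide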
# MCL1-BIM inh – inhibitors of human MCL1 binding to BIM-BH3 peptide; inhibition, % at 10.9 µM; GST-MCL1 / FITC-Bim-BH3 fluorescence polarization; 0.68% of 320,000 active; Q07820; AID 2057;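 active means inhibition above the mean inhibition of all tested compounds plus 3 SD, set per campaign, cut at about 40% in these data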;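 further: 0% = DMSO wells and 100% = unlabeled Bim-BH3 peptide control; higher means more loss of mP so more displacement of Bim peptide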
# Target sequence (Q07820 whole entry, looked up): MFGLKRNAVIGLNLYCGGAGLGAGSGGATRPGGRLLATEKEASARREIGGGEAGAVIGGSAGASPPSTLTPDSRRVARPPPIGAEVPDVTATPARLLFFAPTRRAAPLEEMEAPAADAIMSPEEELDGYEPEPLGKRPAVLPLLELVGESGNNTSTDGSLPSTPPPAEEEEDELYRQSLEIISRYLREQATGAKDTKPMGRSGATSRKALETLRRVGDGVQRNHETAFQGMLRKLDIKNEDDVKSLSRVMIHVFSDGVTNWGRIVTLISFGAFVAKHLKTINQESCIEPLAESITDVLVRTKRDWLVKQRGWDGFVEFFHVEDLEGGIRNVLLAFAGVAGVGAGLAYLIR
# VLA-4 inh – inhibition in a human VLA-4 binding assay; P13612; VLA-4 expressing cells, ligand binding flow cytometry; inhibition, % (about 7 µM as worked out from the volumes in the protocol); 0.2% of 330,000 active; AID 2557; in the data active means inhibition above about 50%
# Efflux pump mplx – blocks antifungal efflux pumps in multiplex yeast assay; S. cerevisiae Candida pump triplex, Nile Red efflux; inhibition, % at 10 µM; 0.44% of 330,000 active; AID 485275;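 active means plate passing quality check with inhibition over a set limit, or well fluorescence over plate mean plus 4 SD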;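 further: Nile Red retained in pooled yeast measured as flow cytometry median fluorescence; 0% = buffer negative control and 100% = Enniatin B positive control; higher means more Nile Red kept so more efflux inhibition; some compounds called inactive have numbers as strong as hits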
# * hit, by the source's call; · = no result given.
SMILES,MEX-5 binding,PME-1 primary,GRK2 aptamer HTS,GLD-1 TGE inh,Fam108B inh,Bcl-xL primary,MCL1-BIM inh,VLA-4 inh,Efflux pump mplx
Cc1ccc(-c2cc(C(=O)Nc3cc(C(=O)O)ccc3C)c3ccccc3n2)cc1,2.7,4,3,8,5,7,2,3,-0.3
O=C(COc1coc(CN2CCN(c3cccc(Cl)c3)CC2)cc1=O)NC1CCCC1,0.2,-5,0,1,-1,5,-5,14,0.0
CCCCCCC(=O)Nc1ccc(Cl)cn1,1.0,-3,3,3,-1,4,4,-1,0.3
COc1ccc(OC)c(/C=N/NC(=O)c2ccc(=O)[nH]n2)c1,-3.9,-1,5,4,3,4,2,-9,0.0
C[C@H](CO)N1C[C@H](C)[C@@H](CN(C)Cc2ccncc2)Oc2c(NC(=O)CCC(F)(F)F)cccc2C1=O,·,·,0,-4,·,·,·,8,-0.1
Cc1ccnc(NC(=O)C2CC(=O)N(c3ccc4c(c3)OCCO4)C2)c1 (stereo unspecified),-2.0,0,0,1,1,5,6,-2,0.0
C=CCNC(=O)C1CCN(c2ccc(S(=O)(=O)N3CCOCC3)cc2Cl)CC1,0.8,-2,0,2,4,-1,-4,-12,0.2
COC(=O)c1ccccc1NC(=S)NC(=O)COc1ccccc1Cl,1.4,12,0,2,-6,6,-6,-21,-0.1
CCOC(=O)C1CCN(c2cc3c(cc2NC(=O)c2ccccc2F)n(C)c(=O)n3C)CC1,-1.1,8,1,8,2,0,-2,0,0.1
Cc1cc(C)cc(N(CC(=O)NCc2ccco2)S(=O)(=O)c2ccccc2)c1,-2.9,3,1,2,-1,6,2,4,0.0
O=C(Nc1ccccc1C(=O)NCc1cccnc1)c1ccco1,1.4,7,2,1,0,7,8,5,-0.1
COc1ccc(CNS(=O)(=O)NCc2ccccc2F)cc1,-1.8,-2,0,-3,-3,2,-7,-8,-0.1
O=C(CSc1nnc(-c2ccccc2)n1Cc1ccccc1)N1CCOCC1,1.6,1,0,-1,-7,-10,-8,2,0.1
CCOC1=C/C(=C/c2c(N)n3nc(CC(=O)N4CCCCC4)sc3nc2=O)C=CC1=O,2.9,0,5,-27,-1,-2,-8,-9,-0.5
CC(=O)Nc1cc(S(=O)(=O)Nc2ccccc2)c(C)cc1C,1.8,0,0,4,-1,2,-5,24,0.0
CC(=O)c1c(N2CCCC2)[nH]c(-c2ccccc2)nc1=S,1.2,-1,3,3,-2,12,8,9,-0.1
O=C(NCc1ccccc1)C(c1cccnc1)N(C(=O)c1csnn1)c1ccccc1 (stereo unspecified),-0.3,-1,1,-1,-2,5,8,-11,0.0
CC(C)(C)c1ccc(-n2ncc3c2CCCC3NC(=O)CCN2CCCCC2=O)cc1 (stereo unspecified),1.1,4,2,8,0,2,-3,-10,-0.1
CC(C)CCNC(=S)Nc1ccccn1,-0.8,-4,6,3,-7,-21,-13,9,0.0
NC(=O)CSc1n[nH]c(=O)n1CCc1ccccc1,0.2,-2,0,-7,0,3,0,-1,-1.2
O=C(COC(=O)COc1ccccc1)Nc1ccc(OC(F)(F)F)cc1,-1.7,-16,0,1,0,1,1,-4,-0.1
CC(=O)NNC(=O)c1sc(=S)n(C)c1C,-1.7,4,0,3,0,2,0,-4,-0.2
CCCn1c(N)c(N2CCCCC2)c(=O)n(CC(=O)Nc2ccccc2C)c1=O,-3.8,-4,0,-2,3,1,-1,1,0.1
CC(=O)N(NC(=O)c1ccccc1Cl)C1CC(=O)N(c2ccc(C)cc2)C1=O (stereo unspecified),2.3,3,0,-2,2,5,6,4,0.1
COc1cccc(NS(=O)(=O)c2ccc(-n3cccn3)cc2)c1,2.1,-4,2,3,-1,9,7,-1,0.0
CCOc1nc(-c2ccccc2)ccc1-c1noc(-c2cccnc2)n1,1.1,0,0,-3,-6,4,2,-10,0.0
COc1ccc(C(=O)Nc2cc(-c3ccccc3)nn2-c2ccccc2F)cc1,·,-2,0,1,-7,4,3,-8,-0.1
CN(C(=O)C1CCC(=O)N(CCCN2CCCC2=O)C1)C(C1CC1)C1CC1 (stereo unspecified),-3.1,-7,0,4,-4,3,-3,25,-0.1
CC(NC(=O)COC(=O)CNC(=O)C1CCCCC1)c1ccccc1 (stereo unspecified),·,2,9,5,·,-4,3,3,0.2
CC(C)CC(=O)N1CCN(C(=O)c2cccc(F)c2)CC1,0.8,-5,2,3,1,9,9,6,0.0
CCCCN(C)CCC(=O)Nc1ccc2c(c1)CCC2,-1.1,-5,0,-6,-2,4,-2,-10,-0.3
CC1CCN(CCNC(=O)C2CCN(S(=O)(=O)c3cccc4nsnc34)CC2)CC1,1.3,5,0,4,-2,4,3,-2,-0.2
CCCCc1ccc(NC(=O)N[C@H](C(=O)O)C(C)CC)cc1 (stereo partly specified),-1.2,1,0,1,-4,8,3,7,0.1
COc1ccc(OC)c(C2CC(=O)OC3=C2C(=O)CC(C)(C)C3)c1 (stereo unspecified),-1.6,-4,2,-2,0,5,-2,4,0.4
Cc1cc(C(=O)NCC(c2ccco2)N(C)C)no1 (stereo unspecified),-1.1,1,2,5,2,5,5,-5,0.1
COc1ccc(NC(=O)c2sc(=S)[nH]c2N)cc1,0.7,-1,5,3,0,9,2,-9,0.0
O=S(=O)(/C=C/c1ccccc1)Oc1ccccc1,3.6,3,0,6,-2,7,1,-2,0.1
COc1ccc(OC)c(NC(=O)CN2C(=O)c3ccccc3S2(=O)=O)c1,1.5,9,0,4,3,4,1,4,-0.1
O=C(Cn1cncn1)N/N=C/c1cc([N+](=O)[O-])ccc1O,-1.2,0,1,3,4,3,0,-7,0.0
CCOC(=O)C1=C(CS(=O)(=O)c2ccc(F)c(C)c2)NC(=O)NC1c1ccc(O)c(O)c1 (stereo unspecified),-4.3,2,1,-1,2,0,3,-10,0.4
COC(=O)C(NC(=O)c1ccccc1)=C1CCCCC1,-1.9,-1,1,8,-3,6,-5,13,-0.1
COc1ccc(C(=O)CN2CCN(c3cc(C)nc4ccccc34)CC2)cc1,-0.1,4,0,-3,-3,9,14,-4,-0.2
C#CCOCCOCCOCCNc1nc(N2CCN(C(=O)[C@H](CCC(=O)O)n3cc(C(N)Cc4ccc(O)cc4)nn3)CC2)nc(N2CCN(C(=O)[C@H](CCC(=O)O)n3cc(C(N)Cc4ccc(O)cc4)nn3)CC2)n1 (stereo partly specified),0.5,3,·,1,5,-1,-4,·,·
CCN(CC)CCCN=Cc1c(O)n(-c2ccc(C)cc2)c(=O)c2ccccc12,0.2,0,·,-1,1,6,5,4,0.2
NC(=O)CNC(=O)C1CCCc2c1[nH]c1ccc(Cl)cc21 (stereo unspecified),-2.9,4,0,4,-2,11,10,7,0.0
O=C(C1COc2ccccc2O1)N1CCN(c2ccc(C(F)(F)F)cn2)CC1 (stereo unspecified),·,·,0,2,·,·,·,-18,0.0
CCCCn1c(C(C)O)nc2ccccc21 (stereo unspecified),-0.9,3,0,-5,-2,-1,-2,1,0.1
O=C(NC(=S)NC1CCCCCC1)c1cncc(Br)c1,0.9,5,2,6,-2,-1,1,10,-1.1

# A draw from above in order of formula weight, descending.
SMILES,MEX-5 binding,PME-1 primary,GRK2 aptamer HTS,GLD-1 TGE inh,Fam108B inh,Bcl-xL primary,MCL1-BIM inh,VLA-4 inh,Efflux pump mplx
O=C(C1COc2ccccc2O1)N1CCN(c2ccc(C(F)(F)F)cn2)CC1 (stereo unspecified),·,·,0,2,·,·,·,-18,0.0
CCN(CC)CCCN=Cc1c(O)n(-c2ccc(C)cc2)c(=O)c2ccccc12,0.2,0,·,-1,1,6,5,4,0.2
NC(=O)CNC(=O)C1CCCc2c1[nH]c1ccc(Cl)cc21 (stereo unspecified),-2.9,4,0,4,-2,11,10,7,0.0
O=C(Cn1cncn1)N/N=C/c1cc([N+](=O)[O-])ccc1O,-1.2,0,1,3,4,3,0,-7,0.0
CCCCn1c(C(C)O)nc2ccccc21 (stereo unspecified),-0.9,3,0,-5,-2,-1,-2,1,0.1

# Remaining list, next part:
SMILES,MEX-5 binding,PME-1 primary,GRK2 aptamer HTS,GLD-1 TGE inh,Fam108B inh,Bcl-xL primary,MCL1-BIM inh,VLA-4 inh,Efflux pump mplx
O=C(C1CC(=O)N(c2ccc(F)cc2)C1)N1CCOCC1 (stereo unspecified),-0.4,-1,0,0,3,18,6,-13,0.1
Cc1ccc(S(=O)(=O)N2CCC3(CC2)OCCO3)c(C)c1,-2.0,1,4,-2,-3,0,3,13,0.6
CCCN(CCC)CCNC(=O)Cn1cnc2sc(C)c(S(=O)(=O)N3CCOCC3)c2c1=O,3.0,-3,0,6,-4,5,4,14,-0.2
CCOC(=O)c1c(C)[nH]c(C)c1S(=O)(=O)NCCc1sccc1C,1.3,-6,0,-8,3,10,1,3,0.0
COc1cc(/C=N/NC(=O)c2ccc(NS(=O)(=O)c3cccs3)cc2)cc(OC)c1O,·,8,0,-3,·,5,9,-4,-0.2
COc1ccccc1CNC(=O)CN1C(=O)NC2(CCCCCC2)C1=O,·,·,1,3,·,·,·,-3,0.1
Cc1ccc(CN2C(=O)CCC2C(=O)NC2CCCC2)cc1 (stereo unspecified),-2.5,-6,3,4,-3,-2,-5,3,0.2
CCc1ccc(NC(=O)C2=CC=CN3CCS(=O)(=O)N=C23)cc1,·,1,2,7,·,5,6,3,0.0
COc1ccc(C2C(C#N)=C(N)N3C(=C2C#N)Sc2ccccc23)cc1 (stereo unspecified),·,-2,1,-7,1,7,-2,-1,0.0
CN1CCN(S(=O)(=O)c2cccs2)CC1,-2.0,0,3,-3,3,1,6,2,-0.1
Cc1cc(C)nc(SCCS(=O)(=O)Cc2ccc(Cl)cc2)n1,-1.0,2,0,8,2,6,3,8,-0.1
c1ccc2c(c1)[nH]c1c3ccccc3sc21,1.1,9,1,3,4,-5,-12,-7,0.0
CCCCS(=O)(=O)C1CCS(=O)(=O)C1 (stereo unspecified),0.2,-6,0,0,-1,3,0,2,0.0
Cc1ccccc1C(C(=O)NC1CCCC1)N(C(=O)Cc1cccs1)c1ccc2c(c1)OCCO2 (stereo unspecified),0.6,2,0,0,-5,6,3,-4,0.0
Cc1ccc(N(C(=O)c2csnn2)C(C(=O)NC2CCCCC2)c2cccnc2)cc1 (stereo unspecified),-1.0,-5,0,2,3,7,-3,3,0.0
COCCN1CCn2c(nc3cc(NC(=O)c4ccc(OC)cc4)ccc32)C1,1.3,-3,0,7,8,7,8,-3,0.1
Cc1ccc(CNC(=O)C2CCCN(S(=O)(=O)c3c(C)noc3C)C2)cc1 (stereo unspecified),0.1,6,0,4,-3,1,-2,6,-0.1
O=C1CC(N2CCN(c3ccc(Cl)cc3)CC2)C(=O)N1c1ccccc1 (stereo unspecified),-1.5,-4,1,10,1,5,6,18,-0.2
CC(C)CC(C)NC(=O)c1ccc(C(F)(F)F)cc1 (stereo unspecified),-0.8,4,1,4,1,-4,-6,7,0.0
O=C(CCNS(=O)(=O)c1ccc(Br)cc1)N1CCN(c2ccccc2O)CC1,-1.1,1,0,0,3,5,2,18,0.0
CCN(C(=O)CSc1nnc(-c2ccncc2)n1-c1ccccc1)C1CCS(=O)(=O)C1 (stereo unspecified),3.7,-5,0,4,3,-10,-9,3,0.0
CSCCC(=O)Nc1cc(S(=O)(=O)N2CCOCC2)ccc1N1CCN(C)CC1,0.7,-4,4,9,-3,9,5,-14,-0.2

# An excerpt. The share of hits here may be higher or lower than overall.
